# Compound activity: PubChem, several laboratories
# Rin1-Abl PPI inh: blocks binding of human Rin1 to Abl; P00519+Q13671; TR-FRET Rin1/Abl binding, biochemical; inhibition, % at 7.35 µM; AID 588664; hit rate 0.4% among 360,000; in the data active means inhibition above about 5%, passing the limit was not always enough
# MT1-MMP act inh: MT1-MMP (human) activation inhibition; AID 651647; HT1080 RFP-PRO-GFP cells, GFP/RFP ratio fluorescence, overnight; percent of plate control window, DMSO zero; hit rate 0.061% among 360,000; GFP/RFP ratio change, % at 20 µM;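 active means GFP/RFP ratio change of at least 30% with cell ATP level not reduced by more than half and red fluorescence within 50% of control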; further: strong numbers were not always called active
#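 Material: RFP-PRO-GFP reporter HT1080 cells. Dosing: single-point 20 µM compound, 1% DMSO. Controls: DMSO and RFP-L50D-GFP cell wells. Timing: cells overnight before dosing, compound overnight, 37 °C, 5% CO2. Measure: GFP/RFP fluorescence ratio.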
# Rpn11 block: Rpn11 (human) deubiquitinase inhibition; calls only at 20 µM; hit rate 0.59% among 360,000; AID 588493; O00487; human 26S proteasome, Ub4-pepOG fluorescence polarization; 20S core pre-blocked with epoxomicin;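 active means inhibition at 20 µM, scaled to each plate's controls, above about 33%, limit read from the data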
# FAS-TE inh: FAS thioesterase (human) inhibition; P49327; recombinant FAS-TE, OMFH fluorogenic substrate, fluorescence endpoint; inhibition, % at 15 µM; hit rate 0.67% among 360,000;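 active means compounds whose normalised, plate-corrected inhibition of enzyme fluorescence in the single-dose primary screen is 50% or more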;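 further: 0% = DMSO with enzyme and 100% = substrate without enzyme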
# Neddyl block: inhibitors of human cullin neddylation. P61081+Q13564. TR-FRET cullin neddylation, biochemical. calls only at 25 µM. hit rate 0.58% among 360,000. AID 651699; in the data active means inhibition above about 36%
# Target sequence (P61081 whole entry, looked up): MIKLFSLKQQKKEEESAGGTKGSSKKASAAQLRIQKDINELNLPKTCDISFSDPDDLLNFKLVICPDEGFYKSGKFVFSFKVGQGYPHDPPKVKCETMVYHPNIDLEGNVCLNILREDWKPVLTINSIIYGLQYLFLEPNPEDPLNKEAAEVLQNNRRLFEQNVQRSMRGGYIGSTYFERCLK
# Target sequence (Q13564 whole entry, looked up): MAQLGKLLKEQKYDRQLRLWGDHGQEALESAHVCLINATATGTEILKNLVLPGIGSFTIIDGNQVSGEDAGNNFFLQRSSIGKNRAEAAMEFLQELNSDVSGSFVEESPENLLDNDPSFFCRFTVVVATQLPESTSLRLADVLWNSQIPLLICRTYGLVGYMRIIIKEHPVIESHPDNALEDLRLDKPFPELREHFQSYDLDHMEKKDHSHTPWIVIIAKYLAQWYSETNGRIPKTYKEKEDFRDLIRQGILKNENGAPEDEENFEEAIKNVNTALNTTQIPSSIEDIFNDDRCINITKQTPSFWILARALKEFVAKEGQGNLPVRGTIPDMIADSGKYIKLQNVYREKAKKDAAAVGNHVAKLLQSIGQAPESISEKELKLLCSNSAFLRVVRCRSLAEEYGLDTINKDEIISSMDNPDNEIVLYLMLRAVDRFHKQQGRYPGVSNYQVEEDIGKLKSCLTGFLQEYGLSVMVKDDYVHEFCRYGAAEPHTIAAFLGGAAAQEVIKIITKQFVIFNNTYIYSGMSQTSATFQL
# NadD block: NadD (S. aureus) enzyme inhibition. inhibition, % at 20 µM. purified NadD enzyme, colorimetric absorbance read-out. hit rate 0.78% among 360,000; in the data active means inhibition above about 26%; further: some compounds past the cut are filed as inactive
# CSN deneddyl inh: CSN deneddylation inhibition; Q92905; Purified CSN, SCF-Nedd8-OG deneddylation, fluorescence polarization; inhibition, % at 12.5 µM; hit rate 0.38% among 360,000;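 active means pattern-corrected inhibition above about 35%, with an unprinted fluorescence ratio check between 0.5 and 1.5, limit read from the data, passing the limit was not always enough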;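 further: 0% = enzyme with substrate and 100% = substrate without enzyme; some results filed as inactive read as strong as hits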
# Target sequence (Q92905 whole entry, looked up, one chain of several): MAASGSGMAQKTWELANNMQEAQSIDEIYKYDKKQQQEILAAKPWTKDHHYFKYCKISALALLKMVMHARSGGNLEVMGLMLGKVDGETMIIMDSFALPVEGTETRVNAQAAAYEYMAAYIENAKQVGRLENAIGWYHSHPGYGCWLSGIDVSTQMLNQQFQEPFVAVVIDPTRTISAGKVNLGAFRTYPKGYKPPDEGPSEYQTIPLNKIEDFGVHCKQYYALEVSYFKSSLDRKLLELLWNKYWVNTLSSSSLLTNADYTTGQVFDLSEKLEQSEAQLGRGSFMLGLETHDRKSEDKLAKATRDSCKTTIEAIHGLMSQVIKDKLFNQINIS
#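 Assay system: purified human Csn5 enzyme expressed in HEK293T cells; Input: 0.24 nM Csn5 enzyme, final concentration; Reagent: 10 nM SCFSkp2-Nedd8OG; Compound dosing: 12.5 µM single point; Times: reaction 90 min, room temperature; Technique: fluorescence polarization readout.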
# MLLE-PAM2 inh: blocks PAM2 peptide binding to the PABP1 MLLE domain; P11940; GST-MLLE / FITC-PAM2 fluorescence polarization; inhibition, % at 20 µM; hit rate 0.36% among 360,000; AID 588489; in the data active means inhibition above about 35%, passing the limit was not always enough;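 further: plate controls were DMSO wells with GST-MLLE for no effect and wells lacking GST-MLLE protein for full effect; some results filed as inactive read as strong as hits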
# SKN-1 inh: inhibitors of C. elegans SKN-1; hit rate 0.49% among 360,000; C. elegans VP596 Pgst-4::GFP/RFP ratio, acrylamide-induced, 24 h; inhibition, % at 21.8 µM;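 active means interference check ratio from 0.5 to 1.5 plus GFP to RFP signal ratio inhibition reaching or exceeding a fixed threshold, cut at about 30% in these data, passing the limit was not always enough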; further: some compounds called inactive have numbers as strong as hits
# An asterisk follows results filed as active; i = inactive; nt = not tested or not shown; + = active, no number. The order is random; 3.9% or so of the library scored in one or more.
SMILES,Rin1-Abl PPI inh,MT1-MMP act inh,Rpn11 block,FAS-TE inh,Neddyl block,NadD block,CSN deneddyl inh,MLLE-PAM2 inh,SKN-1 inh
Cc1ccc(OCC(=O)Nc2ccc(-c3nc4ncccc4o3)cc2)c(C)c1,-1,11,i,-4,nt,-5,10,-8,-10
CCOc1cc(S(=O)(=O)N2CCCCC2)ccc1Cl,1,-7,i,6,i,-9,-2,10,10
Cc1ccc(CNS(=O)(=O)c2ccc(CN3C(=O)c4cccnc4C3=O)cc2)o1,-3,0,i,-1,i,5,-1,12,1
c1ccc(CN2CCC(Nc3nc(-c4ccccc4)nc4ccccc34)CC2)cc1,1,-3,i,27,i,12,6,1,2
CCn1cnc2cc(NCc3ccc(Cl)cc3)ccc21,2,2,i,0,i,-3,2,11,2
Cc1ccc(S(=O)(=O)N(C)C)cc1NC(=O)C(C)OC(=O)C1CCC1 (configuration not stated),0,1,i,-6,i,3,0,25,-7
COc1cc2c(cc1OC)C(C(C)C)=NC(C)(C)C2,-2,2,i,-5,nt,-3,-4,5,-9
O=C(c1ccccc1)c1cccc(C(=O)c2ccccc2)c1,1,-3,i,27,i,-7,0,-16,14
CN(C)c1cc[n+](CC(=O)Nc2cc(C(F)(F)F)ccc2Cl)cc1,-3,5,i,-9,i,-3,-4,13,-12
COc1ccc(N=Cc2cc(Cc3ccccc3Cl)cc([N+](=O)[O-])c2O)cc1OC,2,13,i,1,i,16,19,-84,38*
CCN(CC)S(=O)(=O)c1ccc(C(=O)NNC(=O)c2csc(N3CCOCC3)n2)cc1,1,-3,i,-5,i,3,3,0,9
Cc1ccc(C(C)C)c(OCc2ccc(C(=O)N/N=C/c3cccc(O)c3O)cc2)c1,-1,-9,i,14,i,19,2,17,-8
Cc1ccc(S(=O)(=O)N2CCCCC2)cc1C(=O)N1CCCCCC1,2,-1,i,-4,i,-6,-4,-5,2
O=C(O)CCSCC(=O)c1ccc2c(c1)OCCO2,-3,-1,i,-11,i,-3,1,25,-4
CCN(c1ccccc1)S(=O)(=O)c1cc(C(=O)OCC(=O)c2c(N)n(C)c(=O)n(C)c2=O)ccc1C,1,-7,i,27,i,12,19,-28,-3
CC(C)(C)C(Cn1ccnc1)NC(=O)c1ccc2nc(C3CC3)oc2c1 (configuration not stated),4,-4,i,-3,i,2,-4,-3,6
COC(=O)C1CCCN1S(=O)(=O)c1ccccc1NC(=O)c1cc(OC)c(OC)c(OC)c1 (configuration not stated),-3,1,i,-1,i,-8,0,-5,7
Cc1ccc(C2/C(=C(/O)c3ccc(Cl)cc3)C(=O)C(=O)N2CC2CCCO2)o1 (configuration not stated),0,10,i,-2,i,0,2,5,-4
CC(NC(=O)COC(=O)C12CC3CC(CC(Br)(C3)C1)C2)c1ccccc1 (configuration not stated),-1,-1,i,3,i,-9,1,4,8
Cn1ccc2c(N3CCCC3)cc3c(c21)C1CCC3O1 (configuration not stated),-6,-3,i,0,i,3,3,25,29
Cc1cc(S(=O)(=O)N2CCCOC2CNC(=O)C(=O)NCc2ccco2)ccc1F (configuration not stated),2,2,i,-5,i,-7,0,6,-3
CCOC(=O)/C=c1\s/c(=C(\C#N)C(=O)OCC)n(-c2ccccc2)c1=O,1,3,i,-6,i,-3,0,-7,14
Cc1ccc(S(=O)(=O)N2CCN(C(=O)C3CCCO3)CC2)cc1C (configuration not stated),-6,-2,i,-1,i,1,0,-8,-7
CC(=O)Nc1ccc(S(=O)(=O)N(C)CC(=O)N/N=C/c2ccncc2)cc1,3,0,i,-6,i,-6,1,-6,4
CCCc1[nH]n(-c2ccc([N+](=O)[O-])cc2)c(=O)c1C=NCCc1c[nH]c2ccccc12,0,1,i,32,i,-5,1,-9,9
COc1ccc(C)cc1NC(=O)CCNS(=O)(=O)c1ccc2c(c1)CC(C)N2C(C)=O (configuration not stated),2,2,i,-8,i,4,0,8,5
O=C(NC1(C(F)(F)F)Oc2ccccc2O1)N1CCCC1,-3,4,i,-5,i,-4,2,-1,-4
Cc1cccc(Nc2nnc(SCC(=O)c3c(N)n(C4CC4)c(=O)[nH]c3=O)s2)c1C,-1,-1,i,-4,i,11,0,-70,5
CCOC(=O)c1sc(NC(=O)CSc2nccc(C)n2)nc1C,2,-2,i,-6,i,0,1,-3,-4
O=C(COc1ccc2ccccc2c1)NCC1CCCO1 (configuration not stated),nt,1,i,-5,i,3,1,1,9
COc1ccc(C(=O)N2CCN(C3CCCCC3)CC2)cc1OC,2,2,i,-3,i,-6,-3,0,-15
Cc1cccc(-c2onc3ccc(C4(C)OCCO4)cc23)c1,0,-5,i,17,i,-2,1,4,23
CCn1c(SCC(=O)Nc2ccccc2)nnc1C1CCCCC1,-1,-1,i,-3,i,-2,-2,-6,-4
O=C(O)c1cccc(Nc2ccc([N+](=O)[O-])cn2)c1,-1,-1,i,6,i,-1,3,5,14
C=CCNC(=O)c1ccc2c3n(nc2c1)-c1ccccc1CO3,-5,5,i,-4,i,3,-4,-15,21
CN1CCN(CP(=O)(N2CCOCC2)N2CCOCC2)CC1,-1,2,i,-5,i,-6,3,5,20
Cc1cc(C)cc(N(CC(=O)NCc2ccccc2)C(=O)CCC(=O)Nc2ccccn2)c1,3,-2,i,2,i,-2,1,18,12
CC(Oc1ccccc1)C(=O)Nc1nnc(S(=O)(=O)N2CCCCC2)s1 (configuration not stated),2,2,i,-4,i,-1,0,-5,-8
Cc1ccc(C(=S)NCS(=O)(=O)c2ccc(C)cc2)cc1,5,-1,i,4,i,1,4,22,-10
Cc1c(NC(=O)COC(=O)/C=C/c2ccc(Cl)cc2)c(=O)n(-c2ccccc2)n1C,-4,-2,i,-3,i,2,-2,-11,0
CCCC(=O)Nc1ccc(C(=O)NCCCn2ccnc2)cc1,1,-3,i,-9,i,-1,-4,3,-28
O=C(N/N=C/c1ccoc1)c1ccc(Br)cc1,1,-2,i,2,i,-9,2,0,-19
COc1ccc(OCCN2CCC(C(=O)NC(c3ccc(Cl)cc3)c3cnccn3)CC2)cc1 (configuration not stated),3,3,i,-6,i,-8,-1,0,1
Cc1nc(SCc2nc3ccc(Cl)cc3[nH]2)c2oc3ccccc3c2n1,-6,-7,i,6,i,15,2,-24,14
Cc1nc2ccc(C(=O)N3CCN(Cc4ccccc4)CC3)cc2[nH]1,0,2,i,-2,i,-8,-3,-3,0
CC1(C(=O)NS(=O)(=O)c2ccc(C#N)cc2)CCN1C(=O)CCC1CCCC1 (configuration not stated),3,2,i,27,i,-4,3,5,-1
CCN1CCN(C(=O)/C=C/c2ccc(C)o2)CC1,-1,0,i,-7,i,-5,0,19,15
Cc1cc2c(N)cccc2nn1,12*,18,i,-3,i,37*,-30,14,33
O=c1cc(-c2ccc(O)cc2)oc2c(-c3c(O)cc(O)c4c(=O)cc(-c5ccc(O)cc5)oc34)c(O)cc(O)c12,-4,-5,i,20,i,19,3,-7,3
Oc1c(Br)cc(/C=N/NC(=S)NCc2ccco2)cc1Br,0,3,i,3,i,1,2,-5,1

# (next part)
SMILES,Rin1-Abl PPI inh,MT1-MMP act inh,Rpn11 block,FAS-TE inh,Neddyl block,NadD block,CSN deneddyl inh,MLLE-PAM2 inh,SKN-1 inh
Cc1oc(-c2ccccc2Cl)nc1CN1CCCN(C(=O)c2ccco2)CC1,2,-4,i,-8,i,3,1,8,-1
CCc1nc2cc3sc(CC)nc3cc2s1,-1,2,i,3,i,0,-6,-2,11
O=C(c1ccccc1)c1ccc(-n2cnnc2)c([N+](=O)[O-])c1,4,5,i,-3,i,1,-4,8,13
Cc1ccc(NC(=O)c2cnc(SCC(=O)NCC3CCCO3)n(C)c2=O)cc1C (configuration not stated),-1,2,i,1,i,1,0,29,11
Cc1ccc(S(=O)(=O)N2CCOCC2)cc1C(=O)Nc1ccc(N2CCCCCC2)cc1,3,5,i,23,i,3,-6,-2,-8
O=C(OC1CCCCC1=O)c1cccc(S(=O)(=O)N2CCOCC2)c1 (configuration not stated),0,3,i,-4,i,-1,1,-2,-22
Cc1ccccc1C#N,1,1,i,-10,i,1,1,11,1
O=[N+]([O-])c1ccc(Cl)c(S(=O)(=O)/N=C(/Nc2cccnc2)c2ccccc2)c1,0,1,i,17,i,2,-3,-12,6
CCN(CC)C(=O)/C(=C\c1ccncc1)NC(=O)c1ccccc1,6,-1,i,-16,i,-19,0,13,5
CCOC(=O)c1c(C)n(C)c2ccc(OC(C)=O)cc12,4,15,i,-7,i,-1,-1,18,-7
CCOC(=O)C1CCN(CC(=O)Nc2ccc(S(=O)(=O)N3CCC(C)CC3)cc2)CC1,4,1,i,8,i,-7,1,0,-2
CN(c1ccccc1C(=O)N1CCc2ccccc2C1)S(C)(=O)=O,-6,-1,i,-5,i,6,2,6,-5
COc1ccc(NS(=O)(=O)c2cccc(C(=O)O)c2)cc1,0,nt,i,-12,i,-2,-2,-4,0
Cc1ccc(S(=O)(=O)N2CCN(c3ccc([N+](=O)[O-])cn3)CC2)cc1,-1,5,i,-2,i,5,-1,-3,-10
Cn1cnnc1SCNC(=O)C(F)(F)F,1,4,i,-7,i,2,4,-8,4
CCOC(=O)c1nnn(-c2nonc2-n2cccc2)c1C,0,1,i,-5,i,4,0,6,7
CNC(=O)N(C1=NCC(C)S1)c1ccc(F)cc1F (configuration not stated),-4,2,i,-3,i,-2,5,4,18
COc1ccc2c(c1)c(C(=O)CNc1nc(C)cs1)c(C)n2C,-1,3,i,-6,+,5,3,-102,7
CC(C)(C)OC(=O)C[C@@H]1C/C=C\C[C@H](CC(=O)N[C@H](CO)Cc2ccccc2)C(=O)N[C@H](C(C)(C)C)COC1=O,-1,-1,i,-8,i,1,-1,-2,-4
Cc1ccccc1N(C(=O)Cn1nnc2ccccc21)C(C(=O)NCc1ccco1)c1ccncc1 (configuration not stated),-2,6,i,-3,i,1,0,19,-4

# Quoted from the listing.
# CCOC(=O)C1CCN(CC(=O)Nc2ccc(S(=O)(=O)N3CCC(C)CC3)cc2)CC1 in CSN deneddyl inh: 1
# Cc1ccccc1N(C(=O)Cn1nnc2ccccc21)C(C(=O)NCc1ccco1)c1ccncc1 (configuration not stated) in SKN-1 inh: -4

# (further entries)
SMILES,Rin1-Abl PPI inh,MT1-MMP act inh,Rpn11 block,FAS-TE inh,Neddyl block,NadD block,CSN deneddyl inh,MLLE-PAM2 inh,SKN-1 inh
O=C1OC(c2ccccc2)=N/C1=C/c1cccc(OC(=O)c2cccs2)c1,3,-2,i,36,i,3,3,9,-15
CNC(=O)C1CC(=O)N(c2ccc(OCC(=O)NCc3ccccc3)cc2)C1 (configuration not stated),1,4,i,-4,i,7,3,17,21
Cc1ccc(NC(=O)Cn2c(=O)cnc3ccccc32)cc1S(=O)(=O)N(C)C,-3,-4,i,-9,i,1,-3,-58,-5
CC(=O)NCCc1ccc(C(=O)COC(=O)c2cc(C)oc2C)cc1,0,-3,i,-5,i,-4,-2,-5,10
CC1(c2ccc([N+](=O)[O-])cc2)NC(=O)N(CC(=O)c2ccc3c(c2)OCO3)C1=O (configuration not stated),-4,1,i,29,i,-1,-2,-20,-4
CC(C)Oc1cc(F)ccc1-c1cc(C(=O)NCc2cccnc2)[nH]n1,-1,1,i,-2,i,2,-3,9,16
